Source: PubChem BioAssay
S100A4 MyoIIA – inhibitors of S100A4-myosin IIA peptide binding, primary screen, biochemical, fluorescence polarization, TAMRA-MyoIIA peptide | inhibition, % at 10.7 µM | Protein S100-A4 (Homo sapiens), P26447 | actives 0.14% (n = 360,000);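 active = mean inhibition of at least 70% across replicates, with every replicate also reaching that level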
Target sequence (P26447 whole entry, looked up): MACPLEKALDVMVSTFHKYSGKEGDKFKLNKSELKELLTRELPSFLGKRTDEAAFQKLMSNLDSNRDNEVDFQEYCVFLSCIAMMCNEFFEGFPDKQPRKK
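Test system: S100A4 monomer protein. Medium: HEPES buffer with Ca2+, pH 7.2. Reagent: fluorescent myosin IIA peptide, 5 nM. Compound dosing: single-point compound testing. Timing: 5 min between mix addition and reading. Benchmarks: DMSO neutral and TFP positive wells.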
Statin myotox sup – suppressors of statin myotoxicity in C2C12 myotubes, primary screen, cell-based, single point, plate reader; C2C12 myotubes + simvastatin, ATP luminescence, 48 h; scaled: DMSO 0, geranylgeraniol control 100; rescue of ATP level, % at 7.49 µM; actives 0.78% (n = 330,000);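 active = mean ATP rescue above about 67%, or every replicate alone reaching that limit, limit read from the data, passing the limit was not always enough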;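 also: myotubes were challenged with 10 µM simvastatin during compound exposure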
PGC1a acetyl inh – inhibitors of PGC1a acetylation signal, primary screen, cell-based, U2OS, AlphaScreen, inhibitor mode; AlphaScreen anti-acetyl-lysine; with virally co-expressed GCN5 acetyltransferase; inhibition, % at 15.6 µM; actives 0.17% (n = 350,000);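 active = every replicate shows inhibition of at least 40%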;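 also: 0% = neutral control wells and 100% = positive control wells; some results beyond the cut were filed as inactive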
ERAP1 HTS inh – human ERAP1 aminopeptidase inhibitors, primary screen, biochemical, single point, plate reader; actives 0.15% (n = 340,000); inhibition, % at 10.7 µM; recombinant ERAP1, Leu-AMC fluorescence, 60 min;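 active = mean replicate inhibition of at least 30%, or all replicates individually reaching that 30% level; inactive = mean below 30% and not every replicate reaching it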;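 also: 0% = neutral control wells and 100% = L-leucinethiol positive control wells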
Target sequence (Q9NZ08 whole entry, looked up): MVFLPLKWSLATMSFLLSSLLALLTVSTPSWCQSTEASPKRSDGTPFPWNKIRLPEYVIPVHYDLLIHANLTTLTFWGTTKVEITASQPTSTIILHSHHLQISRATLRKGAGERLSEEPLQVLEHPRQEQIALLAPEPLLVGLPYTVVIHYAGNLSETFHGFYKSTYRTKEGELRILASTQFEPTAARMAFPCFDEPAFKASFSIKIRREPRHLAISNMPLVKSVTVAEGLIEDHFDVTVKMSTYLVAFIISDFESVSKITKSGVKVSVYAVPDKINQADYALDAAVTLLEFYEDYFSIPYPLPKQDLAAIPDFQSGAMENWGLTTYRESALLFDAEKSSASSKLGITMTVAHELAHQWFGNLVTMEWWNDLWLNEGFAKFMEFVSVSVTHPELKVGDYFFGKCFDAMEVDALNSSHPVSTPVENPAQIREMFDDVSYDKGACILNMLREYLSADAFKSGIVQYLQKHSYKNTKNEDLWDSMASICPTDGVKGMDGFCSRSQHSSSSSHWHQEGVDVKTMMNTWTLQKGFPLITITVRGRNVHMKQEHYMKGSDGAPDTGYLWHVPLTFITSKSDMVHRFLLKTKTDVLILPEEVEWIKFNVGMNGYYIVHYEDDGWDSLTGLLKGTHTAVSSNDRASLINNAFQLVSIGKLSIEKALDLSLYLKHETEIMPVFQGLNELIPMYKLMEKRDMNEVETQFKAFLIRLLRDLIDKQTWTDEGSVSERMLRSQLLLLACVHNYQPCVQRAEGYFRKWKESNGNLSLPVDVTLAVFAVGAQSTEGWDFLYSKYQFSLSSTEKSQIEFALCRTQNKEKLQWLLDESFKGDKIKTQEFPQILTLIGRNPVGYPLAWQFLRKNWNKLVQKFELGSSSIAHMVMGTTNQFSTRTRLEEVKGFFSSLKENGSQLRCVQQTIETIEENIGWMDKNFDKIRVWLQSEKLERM
SIRT5 inh – SIRT5 desuccinylase inhibitors, primary screen, biochemical, fluorescence imaging, single point, set 5. Purified SirT5, succinyl-peptide AMC, trypsin-coupled fluorescence. inhibition, % at 15 µM. NAD-dependent protein deacylase sirtuin-5, mitochondrial (Homo sapiens), Q9NXA8. actives 1.1% (n = 330,000); in the data active = inhibition above about 15%
XiGFP reactiv – activators of inactive X chromosome reactivation, primary screen, imaging, XiGFP fibroblasts, GFP high-content imaging, set 2 | XiGFP mouse fibroblasts, % GFP-positive cells imaging, 3 d; cells co-treated with 5-aza-dC sensitizer; scaled so ellipticine positive control = 100% | actives 0.055% (n = 360,000) | AID 743238, 2013 | activation, % at 7.58 µM;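 active = mean normalized replicate activation at least 10% and every replicate at or above 10%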;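 also: 0% = median of on-plate neutral control wells and 100% = ellipticine 6 µM median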
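Material: XiGFP fibroblasts, SV40-immortalized; Buffer or medium: DMEM containing 5-aza-dC; Compound dosing: single point; Times: 3 days compound exposure.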
Cneo AK release – Cryptococcus neoformans cell lysis inducers, primary screen, AK release luminescence, single concentration | C. neoformans lysis, adenylate kinase release luminescence, 4 h; normalised: neutral wells 0, clomiphene wells 100 | lysis activity, % at 15 µM | actives 0.2% (n = 360,000) | AID 651654, 2012;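 active = mean lysis activity across replicates of at least 80%, whatever share of replicates individually reach that level; inactive = mean lysis activity below 80%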
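Test system: log-phase Cryptococcus neoformans yeast cells. Input: 5 × 10^6 yeast cells/mL. Medium: fresh YPD growth medium. Doses: single dose. Incubation: static 4 h at 37 °C with compound, 1 h detection. Measured by: luminescent adenylate kinase detection reagent. Read-out: signal increase indicating cell lysis. Benchmarks: Clomiphene.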
LGR2 inh – inhibitors of bursicon-induced LGR2 CRE-luciferase signal, primary screen, cell-based, HEK293, CRE-luciferase reporter, bursicon stimulation; Drosophila bursicon receptor LGR2 (rickets); bursicon-stimulated, 4 h; inhibition, % at 9.99 µM; actives 0.35% (n = 380,000);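 active = drop in luminescence signal, shown as inhibition above about 50% in the replicate tests, limit read from the data, passing the limit was not always enough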;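 also: agonist challenge used bursicon conditioned medium at about half maximal strength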
Numbers without * were called inactive; nt = no result given; & = joins results of further samples.

A first look:
SMILES	S100A4 MyoIIA	Statin myotox sup	PGC1a acetyl inh	ERAP1 HTS inh	SIRT5 inh	XiGFP reactiv	Cneo AK release	LGR2 inh
O=C(CNCCc1ccc(Cl)cc1)Nc1ccc(C(=O)N2CCCCC2)cc1	2	2	2	-1	3	0.1	5	-16
CN(C)C(=O)C[C@H]1CC[C@@H]2[C@H](COC[C@H](O)CN2CC2CCCC2)O1	-82	9	-1	0	-3	0.2	-2	-17

Results, repeating the preview:
SMILES	S100A4 MyoIIA	Statin myotox sup	PGC1a acetyl inh	ERAP1 HTS inh	SIRT5 inh	XiGFP reactiv	Cneo AK release	LGR2 inh
O=C(CNCCc1ccc(Cl)cc1)Nc1ccc(C(=O)N2CCCCC2)cc1	2	2	2	-1	3	0.1	5	-16
CN(C)C(=O)C[C@H]1CC[C@@H]2[C@H](COC[C@H](O)CN2CC2CCCC2)O1	-82	9	-1	0	-3	0.2	-2	-17
Cc1cccc(NC(=O)CS(=O)(=O)c2cn(C)c3ccccc23)c1	-1	3	2	3	-3	0.0	-4	5
Cc1ccc(C)c(NC(=O)c2cnc3n(c2=O)CCS3)c1	-2	nt	-8	-5	nt	-0.1	nt	17
O=C(CN1CCOCC1)N1CCCCN2[C@H](C1)[C@H](c1ccc(Br)cc1)[C@@H]2CO	nt	6	1	nt	nt	0.0	0	31
C[C@@H]1CN([C@H](C)CO)C(=O)Cc2cc(NC(=O)CCN3CCOCC3)ccc2O[C@@H]1CN(C)C(=O)Nc1cccc2ccccc12	-9	16	-1	-1	6	-0.7	-1	1
Nc1cc(C(=O)OCC(=O)NNC(=O)c2ccccc2)ccc1Cl	-3	3	-21	2	0	0.1	0	6
COc1ccc2cc(/C(C)=N/NC(=O)c3cc(-c4cccnc4)nc4ccccc34)ccc2c1	-4	5	0	-1	-1	0.0	nt	7
Cc1ccc(NC(=O)c2ncn[nH]2)cc1	-4	7	-10	-2	-1	0.0	nt	-11
Cn1cc(CNC(=O)/C=C/c2ccc(Cl)cc2)cn1	2	nt	nt	-2	2	-0.1	nt	-7
Cc1cc(Nc2ccc(C)c(C)c2)c2ccccc2n1	-1	-16	nt	4	2	0.3	-1	14
CCCOc1ccc(C2NC(=O)NC2=O)cc1 (stereo not drawn)	nt	1	5	nt	nt	nt	2	-4
COc1ccc(-c2csc(NC(=O)C3CSC4(C)CCC(=O)N34)n2)cc1 (stereo not drawn)	-17	2	nt	1	-3	0.0	-1	-1
O=C(O)COc1ccc(/C=N/NC(=O)COc2nsnc2N2CCOCC2)cc1	7	-1	0	4	3	0.0	-2	3
COc1ccc(NS(=O)(=O)c2ccc(NC(=S)NC(=O)c3cccc(F)c3)cc2)nn1	nt	nt	5	nt	nt	0.0	1	13
O=C(CCc1ccccc1Cl)Nc1cc(S(=O)(=O)N2CCOCC2)ccc1N1CCCC1	-3	14	2	-4	1	0.1	-6	22
CN(C)CCCCCCNC(=O)[C@@H]1C[C@@H]2C(=O)NCC(=O)N2[C@@H]1c1cccc(OCCO)c1	-5	nt	nt	-1	18*	nt	30	nt
CN(C)C(=O)c1ccc(-c2ccc([C@@H]3[C@H](C#N)N[C@H]3CO)cc2)cc1	16	nt	-4	-1	4	-0.1	nt	-2
COc1ccccc1S(=O)(=O)Nc1ccc2c(c1)OC[C@@H](C)NC[C@H](C)[C@@H](OC)CN(C)C2=O	13	-7	-6	0	-4	-0.1	-1	-11
Cc1cc(-c2csc(NC(=O)c3ccc(C#N)cc3)n2)c(C)n1Cc1ccco1	-7	nt	nt	3	3	-0.1	nt	nt
O=C(NCc1ccco1)/C(=C\c1cccs1)NC(=O)c1cccs1	14	nt	nt	0	-4	-0.1	nt	0
COc1cccc(-c2ncc3ccccc3c2COC(=O)c2cccc(Br)c2)c1	0	1	0	-1	-1	0.4	0	-31
Cc1nc(C)c(C(=O)N(c2ccccc2F)C(C(=O)NCC2CCCO2)c2ccccc2)s1 (stereo not drawn)	-6	-1	-8	-2	-3	0.2	2	3
O=C([C@@H]1[C@@H](CO)[C@@H]2Cn3c(ccc(-c4ccncc4)c3=O)[C@H]1N2Cc1cccnc1)N1CCOCC1	6	3	nt	3	5	0.0	3	13
Cc1cc(C(=O)CSc2nnc(-c3ccco3)o2)c(C)n1C	2	-9	6	0	-6	-0.5	0	-6
CCCc1cc(=O)oc2c(C)c(OCC(=O)N3CCC[C@@H]3C(=O)O)ccc12	-21	-6	-6	nt	nt	nt	2	14
COC1C=CC=C(C)C(=O)NC2=CC(=O)C(N)=C(CC(C)CC(OC)C(O)C(C)C=C(C)C1OC(N)=O)C2=O (stereo not drawn)	-8	nt	nt	0	2	0.0	nt	50
Cc1cc(C(F)(F)F)nc(SCC(=O)Nc2ccccc2)n1	-3	4	5	3	-3	nt	-1	-1
C[C@@H]1CN([C@@H](C)CO)C(=O)c2cc(N(C)C)ccc2O[C@@H]1CN(C)S(C)(=O)=O	11&-5	-13&1	10&23	-3&-1	-3&2	-1.1&0.0	39&0	-2&6
CC(C)CCNC(=O)c1onc(CSc2ccncc2)c1C(=O)NCCC(C)C	-1	18	nt	-4	2	0.2	2	-5
COc1ccc(C2(c3ccc(OC)cc3)NC(=O)N(CC(=O)NC3CCCC3)C2=O)cc1	-2	1	-2	0	-2	0.0	-2	-3
Cc1cncc(NCc2ccc3c(c2)OCO3)n1	-2	1	nt	1	nt	0.1	0	1
Fc1cccc(Nc2ncnc3c2cnn3-c2ccccc2)c1	-1	-44	0	2	1	0.1	-1	-59
Cc1ccc(CN2CCN(Cc3cnn(-c4ccc(F)cc4)c3)CC2CCO)o1 (stereo not drawn)	-6	nt	nt	-3	-3	0.2	nt	4
O=C(O)c1cccc(OS(=O)(=O)c2cc(Br)ccc2Br)c1	9	1	32	-1	4	-0.1	1	-13
COc1cccc(C(=O)NCC(=O)N/N=C/c2cn[nH]c2-c2ccccc2)c1	-1	11	4	3	-3	0.5	6	-12
OC[C@H]1[C@@H](c2ccc(C#Cc3ccccc3)cc2)[C@H]2CN(CC3CCOCC3)CCCCN21	4	nt	-12	2	0	0.0	0	-9
O=C(c1cnccn1)N1CC(=O)N2[C@@H](CO)[C@H](c3ccc(C#CC4CC4)cc3)[C@@H]2C1	17	nt	-4	-2	23*	0.0	nt	16
COc1cc(C(=O)NC(C)Cc2ccccn2)ccc1OC1CCN(C(C)=O)CC1 (stereo not drawn)	2	-2	-20	-5	-1	0.2	4	7
Cc1occc1C(=O)NCCc1cccc(Cl)c1	nt	-1	11	nt	nt	nt	2	-24
CCOC(=O)C1(C)CCCCCN1C(=O)c1ccc(OC)cc1 (stereo not drawn)	3	-9	8	-1	-3	0.1	0	0
Oc1ccc(Nc2ncnc3c2oc2ccccc23)cc1	-4	-19	7	1	-3	0.2	-2	-46
CCCOc1ccc(S(=O)(=O)NNC(=O)c2cc3ccccc3o2)cc1	0	2	nt	-3	3	0.0	1	26
O=C(c1cc(COc2ccc(F)cc2Cl)on1)N1CCSCC1	-8	2	5	3	-9	0.2	-8	-74
Cc1nn(C)c(C)c1CN(Cc1nc(CCC(C)C)no1)C(C)C	-1	nt	9	0	2	-0.5	nt	0

2 entries drawn at random from those above, as already listed:
SMILES	S100A4 MyoIIA	Statin myotox sup	PGC1a acetyl inh	ERAP1 HTS inh	SIRT5 inh	XiGFP reactiv	Cneo AK release	LGR2 inh
Cc1nn(C)c(C)c1CN(Cc1nc(CCC(C)C)no1)C(C)C	-1	nt	9	0	2	-0.5	nt	0
COc1cccc(C(=O)NCC(=O)N/N=C/c2cn[nH]c2-c2ccccc2)c1	-1	11	4	3	-3	0.5	6	-12

Next section.
SMILES	S100A4 MyoIIA	Statin myotox sup	PGC1a acetyl inh	ERAP1 HTS inh	SIRT5 inh	XiGFP reactiv	Cneo AK release	LGR2 inh
CN1C(=O)c2cc(NC(=O)c3ccc(Cl)cc3)ccc2OC[C@H]2O[C@H](CC(=O)NCc3cccc(F)c3)CC[C@@H]21	10	17	-6	-2	-5	0.0	-7	7
C[C@H]1CN([C@@H](C)CO)C(=O)c2ccccc2-c2ccccc2CO[C@H]1CN(C)C(=O)Nc1ccnc(N2CCOCC2)c1	1	nt	-2	0	3	0.1	-1	-7
Cc1ccc(NC2CCCN(C(=O)CCCN3CCCCC3=O)C2)cc1C (stereo not drawn)	-2	nt	-4	0	-4	0.2	-1	4
O=C(c1ccccc1)c1c(O)cc(-c2ccccc2)oc1=O	nt	nt	15	nt	nt	0.0	-2	-15
C[C@@H]1CN([C@H](C)CO)S(=O)(=O)c2ccc(-c3ccc(F)cc3)cc2O[C@H]1CN(C)C(=O)C1CCCCC1	-44	-71	4	1	15	0.0	0	-29
Cc1ccc(P(=O)(CSC(=N)N)c2ccc(C)cc2)cc1	-7	nt	nt	0	-1	0.2	-2	7
O=C(/C=C/c1cccs1)Nc1sc2c(c1C(=O)O)CCCC2	3	-17	nt	2	3	0.4	1	-27
COc1ccc2c3c(n(C)c2c1)[C@@H](CO)N(C(=O)C1CCCC1)CC31CN(C(=O)Nc2cccc(F)c2)C1	-4	nt	nt	1	2	0.0	nt	2
CCCCn1c(N)c(N(CCOC)C(=O)CSCc2ccc(Cl)c(Cl)c2)c(=O)[nH]c1=O	1	-3	nt	3	3	0.2	0	9
COc1ccc(Cl)cc1NC(=O)CNc1ccccc1N1CCOCC1	4	4	nt	nt	nt	0.0	-1	1
C[C@@H]1CCCCO[C@@H](CN(C)C(=O)C2CCCCC2)[C@@H](C)CN([C@H](C)CO)C(=O)c2cc(NC(=O)c3ccncc3)ccc2O1	-13	9	-1	2	13	-0.9	-6	-5
O=C(c1cc(-c2ccc(O)cc2)on1)N1CCCCCC1	4	11	nt	0	1	-0.1	-3	-64
Cn1c2cc(C#N)sc2c2cnn(Cc3ccc(F)cc3)c(=O)c21	-2	-4	9	-1	-3	0.4	1	-4
C/C=C/c1ccc([C@@H]2[C@@H](CO)N(C(=O)CC)C23CN(S(C)(=O)=O)C3)cc1	12	nt	4	0	3	0.2	nt	1
C[C@@H]1CCCCO[C@@H](CN(C)C(=O)NC2CCCCC2)[C@@H](C)CN([C@H](C)CO)C(=O)c2cc(NC(=O)CCC(F)(F)F)ccc2O1	51	14	nt	1	10	-0.5	45	9
COc1ccc(C(=O)c2ccc(Br)cc2)cc1	nt	-6	-6	nt	nt	nt	0	-3
CN1C(=O)/C(=C/c2ccccc2OCc2ccc(F)cc2)N(C)C1=S	0	nt	-7	3	-1	0.0	0	nt
COc1ccc(OCc2cc(C(=O)N3CCN(C4CCCC4)CC3)no2)c(Cl)c1	-16	7	nt	0	-2	0.1	-2	-42
Cc1ccc(SCC(=O)NCC2COc3ccccc3O2)cc1 (stereo not drawn)	41	0	-15	5	-7	-1.1	2	15
C[C@@H]1CN([C@H](C)CO)C(=O)Cc2cc(NC(=O)CCCCCC(=O)Nc3ccccc3N)ccc2O[C@H]1CN(C)Cc1ccc(Oc2ccccc2)cc1	0	104*	-1	2	15*	-0.7	-1	6
O=S(=O)(/N=C(/Nc1cccnc1Cl)c1ccccc1)c1ccccc1	9	11	0	0	4	0.0	-1	1

A portion of the library, so the mix of outcomes need not match the whole.
